Assay outcomes deposited in PubChem by National Center for Advancing Translational Sciences (NCATS).
KB-3-1 cytotox – KB-3-1 parental cell cytotoxicity; Potency, µM (highest dose often 46.1 µM), inactives show top-dose activity change, negative = cytotoxic, most hits filed as cytotoxic; 1.4% of 400,000 active; AID 1347075; KB-3-1 viability, CellTiter-Glo ATP luminescence, 72 h; further: potency means the concentration at half of the fitted maximal effect; on the % scale 0 is the no-effect control and ±100 the full control effect; nearly all actives have a fitted effect of over 60% in size
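Parental KB-3-1 viability, qHTS format: 72 h compound exposure, 37 °C; CellTiter-Glo; media-only wells and DMSO plates as controls; concentration-effect fits on corrected data.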
SW480 rerep – DNA re-replication induction in SW480 cells. 1.8% of 340,000 active. SW480 DNA re-replication, Hoechst DNA content imaging, 48 h. AID 624297. Potency, µM (doses to about 46.1 µM), for inactives: at the top dose re-replication activation, usual class: activators; further: potency means the concentration at half of the fitted maximal effect; % of control where 0% means no effect; nearly all actives have a fitted effect of over 55% in size
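SW480 cells exposed to compounds for 48 hr at 37 C, 5% CO2, then Hoechst-stained 40 min. Nuclear DNA content imaged by fluorescence scanning (405 nm excitation, 500-530 nm emission); re-replication scored as increased high-intensity nuclei.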
HT1080 IDH1KD tx – kills HT-1080 cells with IDH1 knockdown; 2% of 360,000 active; HT-1080 IDH1 knockdown viability, ATP luminescence, 48 h; Potency, µM (titrated, usually from 46.1 µM), for the others: top-dose activity, negative = toxicity, hits mostly cytotoxic;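 further: potency means the concentration at half of the fitted maximal effect; 0% = DMSO wells and -100% = cell-free medium wells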
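Viability of IDH1-knockdown HT-1080 fibrosarcoma cells was assessed by CellTiter-Glo after 48 h at 37 °C with titrated compound; concentration-effect curves were classified by fit quality and response size.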
WRN helicase inh – inhibitors of human WRN helicase | Q14191 | WRN helicase unwinding, fluorescent forked duplex, kinetic | Potency, µM (series often up to 114 µM), inactives show at the top dose activity change, negative = inhibition, usual class: inhibitors | 0.46% of 360,000 active | AID 651768; further: potency means the concentration at half of the fitted maximal effect; on the % scale 0 is the no-effect control and ±100 the full control effect; nearly all actives have a fitted effect of over 55% in size
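WRN at 20 nM final was preincubated with compound for 15 min at room temperature; reaction started with 100 nM forked duplex oligonucleotide carrying fluorophore and quencher plus 2 mM ATP (final). Unwinding followed kinetically by red fluorescence (ex 525/em 598 nm).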
KB-V1 cytotox – kills drug-selected multidrug resistant KB-V1 cells; AID 1347076; KB-V1 MDR cells viability, CellTiter-Glo, 72 h; Potency, µM (doses to about 46.1 µM), inactives show at the top dose activity change, negative = cytotoxicity, usual class: cytotoxic; 3.4% of 400,000 active; further: potency means the concentration at half of the fitted maximal effect; on the % scale 0 is the no-effect control and ±100 the full control effect; nearly all actives have a fitted effect of over 60% in size
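qHTS viability screen in drug-selected KB-V1 MDR cells: 72 h compound treatment at 37 degrees C, ATP luminescence end point.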
MCF10A rerep – inducers of DNA re-replication in MCF 10A breast cells; 2.9% of 350,000 active; MCF 10A DNA re-replication, Hoechst nuclear intensity, 48 h; Potency, µM (highest dose often 46.1 µM), inactives show at the top dose activity, positive = re-replication, hits mostly activators; AID 624296; further: potency means the concentration at half of the fitted maximal effect; % of control where 0% means no effect; nearly all actives have a fitted effect of over 50% in size
IL-1B inflam inh – inflammasome signaling inhibition, IL-1 beta readout; THP-1 LPS/ATP IL-1B secretion, AlphaLISA, 16 h; stronger effect = lower value; activity change, % at 57.5 µM; 4.7% of 360,000 active; AID 743279; in the data active means activity change below about -50%; inconclusive means mostly about -30% to -49%; further: on the % scale 0 is the no-effect control and ±100 the full control effect
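Secreted IL-1B measured by AlphaLISA bead assay after 16 h compound exposure of THP-1 cells; compounds (final up to 57.5 uM) added 1 h before LPS (250 ng/mL) and ATP (1.25 mM) stimulation; lower signal means less secretion.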
ATXN2 expr inh – reduces ATXN2 reporter expression in HEK-293 cells. HEK-293 ATXN2-luciferase reporter, luminescence, 24 h. Potency, µM (doses to about 57 µM), inactives show top-dose activity change, negative = inhibition, actives largely listed as inhibitors. 0.72% of 360,000 active. AID 1745845; further: potency means the concentration at half of the fitted maximal effect; on the % scale 0 is the no-effect control and ±100 the full control effect; nearly all actives have a fitted effect of over 55% in size
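qHTS (up to 57 uM final) was run with 24 h compound exposure of reporter cells at 37 °C. Each well was multiplexed: SteadyGlo luminescence measured ATXN2-luciferase expression after a fluorogenic Gly-Phe-AFC viability readout (25 uM final).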
HT1080NT lethal – kills 2HG-producing HT-1080-NT fibrosarcoma cells; HT-1080-NT fibrosarcoma viability, CellTiter-Glo ATP luminescence, 48 h; Potency, µM (highest dose often 46.1 µM), for inactives: at the top dose activity, negative = less viability, usual class: cytotoxic; 1.6% of 360,000 active;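 further: NT is the 2HG producing partner of a matched IDH1 knockdown line; potency means the concentration at half of the fitted maximal effect; 0% = DMSO-treated cells and -100% = media-only wells without cells; nearly all actives have a fitted effect of over 55% in size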
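Read-out is CellTiter-Glo luminescence after 10 minutes at room temperature, following 48 hours' compound treatment of HT-1080-NT cells (750 cells/well, RPMI, 5% FBS, 37 degrees C).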
Starred values were filed as active, the others as inactive; ? = inconclusive; · = not tested or not shown; [ ] = dose if it differs, or a comment. Unless noted, the call rests on the fitted dose curve; in most records, active means well fitted curve in the direction sought with a large enough effect; inconclusive means small, poorly fitted or top-dose-only effect, or another doubt; inactive means no such curve, though single readings can be large; an effect the other way counts as inactive or inconclusive. Rows were taken by chance; any-hit rate near 12%.

item | molecule | KB-3-1 cytotox | WRN helicase inh | IL-1B inflam inh | KB-V1 cytotox | ATXN2 expr inh | SW480 rerep | HT1080 IDH1KD tx | HT1080NT lethal | MCF10A rerep
1 | COc1cccc(C(=O)N2CCN(Cc3ccccc3C(F)(F)F)CC2)c1 | -4% | ? | -4 | 5% | -9% | 12% | -9% | -4% | 0%
2 | CC(=O)N1c2ccc(S(=O)(=O)N(C)CC(=O)Nc3cccc(C)c3)cc2CC1C (stereo unspecified) | 0% | 2% | 0 | ? | 6% | 0% | -1% | 1% | 1%
3 | O=C(COC(=O)c1ccc(S(=O)(=O)C(F)F)cc1)NC(=O)NC1CCCCC1 | 6% | 9% | 12 | 21% | -1% | -3% | -9% | -2% | 2%
4 | COC(=O)c1ccc(C(=O)N2CCCC(Nc3ccc(C(C)C)cc3)C2)nc1 (stereo unspecified) | 3% | -4% | 11 | -14% | -11% | -7% | -4% | 4% | 1%
5 | CC(C)CNC(=O)CN(C)S(=O)(=O)c1ccc(F)cc1 | -8% | -2% | 4 | 25% | -3% | -690%[inhibitor] | 14% | 20% | 1%
6 | C=C(C)C(=O)OC1(C(F)(F)F)Oc2cc(C)ccc2NC1=O (stereo unspecified) | 16% | 2% | -73* | 14% | -7% | ? | ? | ? | 16µM*
7 | Cn1c(=O)c2c(nc(N3CCCCCC3)n2Cc2cccc3ccccc23)n(C)c1=O | 18µM* | -12% | 11 | ? | -10% | -7% | -29% | -5% | ?
8 | Cc1cc(NC(=S)N(CCN2CCCCC2)Cc2ccco2)ccc1Cl | -15% | -6% | -97* | ? | -6% | 0% | -18% | -23% | 15%
9 | Oc1c(Cl)cc(Cl)cc1C1Nc2ccccc2-n2cccc21 (stereo unspecified) | 4% | -21% | · | 5% | -20% | -35%[inhibitor] | 3% | 11% | -12%
10 | Cc1nnc(N(C)C(=O)c2ccccn2)s1 | 8% | 3% | -1 | -3% | -3% | -4% | 0% | 1% | 2%
11 | O=C(c1ccc(S(=O)(=O)NCc2ccco2)cc1)N1CCCC(C(F)(F)F)C1 (stereo unspecified) | -16% | 15% | -4 | ? | 2% | 6% | -4% | -2% | 19%
12 | O=C(NCC1CCCN(C(=O)c2cccnc2)C1)c1ccc(-c2ccccc2)cc1 (stereo unspecified) | -7% | 0% | 6 | ? | -4% | -19% | 1% | -2% | 9%
13 | Cc1nccn1-c1ccc(NC(=O)[C@H]2O[C@@H](n3ccc(N)nc3=O)[C@H](O)[C@@H]2O)cc1 | 28% | 2% | 22 | ? | 1% | · | 13% | 13% | ·
14 | O=C(COC(=O)COc1ccccc1F)Nc1ccc(Cl)cn1 | 9% | -2% | 16 | ? | 4% | 5% | 3% | 8% | -2%
15 | CC(SCc1ccccc1)C(=O)N/N=C/c1ccc(OCC(=O)NCc2ccco2)cc1 (stereo unspecified) | ? | -11% | -21 | ? | -11% | -2% | ? | -25% | ?
16 | CCCS(=O)(=O)N1CCC(C(=O)NCC2CCCO2)CC1 (stereo unspecified) | 8% | 3% | -9 | 9% | 12% | -4% | 16% | 15% | -1%
17 | Cc1nn(C)c(C)c1NC(=O)c1ccc(Br)o1 | 1% | 3% | 20 | 10% | 3% | 2% | -4% | 1% | 3%
18 | CC[C@]12c3[nH]c4cc(-c5ccco5)ccc4c3CCN1C(=O)[C@@H](CC(=O)NCCC1=CCCCC1)C[C@@H]2C(=O)N1CCN(C(=O)C2CC2)CC1 | ? | -1% | -50* | 7% | ? | -34%[inhibitor] | -19% | -19% | -8%
19 | CCOc1ccc(-n2c(=O)c3c(C)c(C(=O)N(C)C)sc3n(CC(=O)Nc3ccccc3F)c2=O)cc1 | 13% | -2% | 6 | 1% | -13% | 0% | 1% | -6% | 3%
20 | COC(=O)C[C@H]1CC[C@H](NC(=O)Nc2ccccc2F)[C@@H](CO)O1 | 13% | -8% | -8 | -7% | · | · | 15% | 15% | ·

Reformatted with values under each structure: part of the list above.
The line under a structure holds: KB-3-1 cytotox | WRN helicase inh | IL-1B inflam inh | KB-V1 cytotox | ATXN2 expr inh | SW480 rerep | HT1080 IDH1KD tx | HT1080NT lethal | MCF10A rerep
(8) Cc1cc(NC(=S)N(CCN2CCCCC2)Cc2ccco2)ccc1Cl
 : -15% | -6% | -97* | ? | -6% | 0% | -18% | -23% | 15%
(9) Oc1c(Cl)cc(Cl)cc1C1Nc2ccccc2-n2cccc21 (stereo unspecified)
 : 4% | -21% | · | 5% | -20% | -35%[inhibitor] | 3% | 11% | -12%
(10) Cc1nnc(N(C)C(=O)c2ccccn2)s1
 : 8% | 3% | -1 | -3% | -3% | -4% | 0% | 1% | 2%
(11) O=C(c1ccc(S(=O)(=O)NCc2ccco2)cc1)N1CCCC(C(F)(F)F)C1 (stereo unspecified)
 : -16% | 15% | -4 | ? | 2% | 6% | -4% | -2% | 19%
(12) O=C(NCC1CCCN(C(=O)c2cccnc2)C1)c1ccc(-c2ccccc2)cc1 (stereo unspecified)
 : -7% | 0% | 6 | ? | -4% | -19% | 1% | -2% | 9%
(13) Cc1nccn1-c1ccc(NC(=O)[C@H]2O[C@@H](n3ccc(N)nc3=O)[C@H](O)[C@@H]2O)cc1
 : 28% | 2% | 22 | ? | 1% | · | 13% | 13% | ·
(14) O=C(COC(=O)COc1ccccc1F)Nc1ccc(Cl)cn1
 : 9% | -2% | 16 | ? | 4% | 5% | 3% | 8% | -2%
(15) CC(SCc1ccccc1)C(=O)N/N=C/c1ccc(OCC(=O)NCc2ccco2)cc1 (stereo unspecified)
 : ? | -11% | -21 | ? | -11% | -2% | ? | -25% | ?
(16) CCCS(=O)(=O)N1CCC(C(=O)NCC2CCCO2)CC1 (stereo unspecified)
 : 8% | 3% | -9 | 9% | 12% | -4% | 16% | 15% | -1%
(17) Cc1nn(C)c(C)c1NC(=O)c1ccc(Br)o1
 : 1% | 3% | 20 | 10% | 3% | 2% | -4% | 1% | 3%
(18) CC[C@]12c3[nH]c4cc(-c5ccco5)ccc4c3CCN1C(=O)[C@@H](CC(=O)NCCC1=CCCCC1)C[C@@H]2C(=O)N1CCN(C(=O)C2CC2)CC1
 : ? | -1% | -50* | 7% | ? | -34%[inhibitor] | -19% | -19% | -8%
(19) CCOc1ccc(-n2c(=O)c3c(C)c(C(=O)N(C)C)sc3n(CC(=O)Nc3ccccc3F)c2=O)cc1
 : 13% | -2% | 6 | 1% | -13% | 0% | 1% | -6% | 3%
(20) COC(=O)C[C@H]1CC[C@H](NC(=O)Nc2ccccc2F)[C@@H](CO)O1
 : 13% | -8% | -8 | -7% | · | · | 15% | 15% | ·

The listing continues:
item | molecule | KB-3-1 cytotox | WRN helicase inh | IL-1B inflam inh | KB-V1 cytotox | ATXN2 expr inh | SW480 rerep | HT1080 IDH1KD tx | HT1080NT lethal | MCF10A rerep
21 | Cc1cccc(OCC(=O)NCCCNC(=O)c2cnccn2)c1 | 5% | 21%[57.1 µM] | -11 | 1% | -3% | 8% | -8% | -5% | 4%
22 | O=C(CSCc1ccccc1Br)N/N=C/c1ccc2c(c1)OCO2 | -6% | -21% | -14 | ? | 8% | -6% | -1% | -2% | 23%
23 | COCCCNC(=O)CCCC(=O)NCCCOC | -5% | -1% | 13 | 3% | -32% | -9% | 24% | 20% | 7%
24 | CCc1ccc(CNC(=O)c2ccc(OC)c(OC3CCN(C(C)C)CC3)c2)nc1 | 15% | -5% | -3 | -13% | 1% | -4% | 0% | 5% | 14%
25 | CC(C)(C)NC(=O)C1(C)CCC(=O)N1CCCn1ccnc1 (stereo unspecified) | 0% | 2% | -5 | 5% | 6% | · | 22% | 21% | ·
26 | Cc1cc(C)n2c(Nc3ccc4c(c3)OCCO4)c(-c3ccc(F)cc3)nc2n1 | ? | -10% | -4 | -8% | 38%[activator] | · | -8% | -16% | ·
